Compound activity (PubChem BioAssay)
L3MBTL1 inh: qHTS Assay for the Inhibitors of L3MBTL1; Lethal(3)malignant brain tumor-like protein 1 (Homo sapiens), Q9Y468; AlphaScreen L3MBTL1–H3K9me1 peptide binding; Potency, µM (series often up to 57.1 µM), for inactives: at the highest dose activity, negative = inhibition, most hits filed as inhibitors; 0.66% of 230,000 active; AID 485360, 2010; active = well fitted inhibition curve with a large enough effect; inconclusive = small, poorly fitted or top-dose-only effect; inactive = no such curve, though single readings can be large or run the other way; also: nearly all actives have a fitted effect of over 60% in size
Target sequence (Q9Y468 whole entry, looked up): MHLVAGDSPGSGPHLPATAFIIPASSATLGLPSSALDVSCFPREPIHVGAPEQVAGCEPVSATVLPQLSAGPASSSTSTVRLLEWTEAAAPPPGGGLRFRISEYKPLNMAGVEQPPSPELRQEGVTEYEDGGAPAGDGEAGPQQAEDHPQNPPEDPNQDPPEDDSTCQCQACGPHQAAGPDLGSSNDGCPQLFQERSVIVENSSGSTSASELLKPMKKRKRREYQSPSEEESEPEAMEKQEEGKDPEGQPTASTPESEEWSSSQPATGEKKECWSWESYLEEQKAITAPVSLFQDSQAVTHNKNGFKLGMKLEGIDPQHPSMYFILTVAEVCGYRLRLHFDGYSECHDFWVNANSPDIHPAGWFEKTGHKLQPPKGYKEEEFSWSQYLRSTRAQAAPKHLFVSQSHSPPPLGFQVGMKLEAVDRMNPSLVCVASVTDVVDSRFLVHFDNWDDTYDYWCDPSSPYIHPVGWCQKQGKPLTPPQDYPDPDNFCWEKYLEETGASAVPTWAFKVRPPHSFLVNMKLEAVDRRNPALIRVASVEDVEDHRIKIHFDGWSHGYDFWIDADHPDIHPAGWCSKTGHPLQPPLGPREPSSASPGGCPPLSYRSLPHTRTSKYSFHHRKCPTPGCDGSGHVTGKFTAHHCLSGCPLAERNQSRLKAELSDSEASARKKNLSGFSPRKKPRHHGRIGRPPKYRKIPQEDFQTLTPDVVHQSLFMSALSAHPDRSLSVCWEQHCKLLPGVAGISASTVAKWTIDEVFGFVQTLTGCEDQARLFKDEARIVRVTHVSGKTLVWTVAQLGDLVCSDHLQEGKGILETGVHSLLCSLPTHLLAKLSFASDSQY
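Displacement of a biotinylated histone H3(1-15) peptide monomethylated at Lys9 (75 nM) from L3MBTL1 (50 nM) was measured by AlphaScreen after a 30 min room-temperature compound incubation; cefsulodin titration served as intraplate control.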
* = called active by the depositor; u = inconclusive; [ ] = another dose, or the depositor's remark. % is scaled to controls: 0 for no effect and ±100 for the full control effect; potency is read from the fitted curve at half-maximal effect.

SMILES	L3MBTL1 inh
CCOc1ccc(OCCC(=O)OCC(=O)Nc2ccc3c(c2)OCO3)cc1	-0.6%
C/C(=C/c1ccccc1)C(=O)N1CCC(C)CC1	5.1%
CC(C)Oc1cccc(C2NC(=O)c3ccccc3O2)c1 (configuration not stated)	1.7%
COc1ccc(CCC(=O)OCC(=O)NCc2ccc(OC)c(OC)c2)cc1OC	-1.7%
COc1ccccc1CCC(=O)OCC(=O)Nc1cc(C)nn1-c1ccccc1	1.9%
CN(Cc1ccccc1)C(=O)c1ccc(NC(=O)Cc2cccc(NC(=O)C3CCCN(C(=O)CCc4ccccc4)C3)c2)cc1 (configuration not stated)	-6.4%
Cc1cc(=O)[nH]c(SCC(=O)N2CCCCC2)n1	u
Cc1cc(OCC(=O)N2CCC(C(N)=O)CC2)c2c(C)cc(=O)oc2c1	-1.2%
N#CCC(=O)Nc1ccc(C(=O)OCC(=O)N2CCCC2=O)cc1	36.8%[activator]
NC(=O)c1cc([N+](=O)[O-])c(Cl)cc1NCc1ccncc1	2.1%
COc1cccc(O)c1CN1CCC(C(=O)Nc2ccc(-c3cccc(C)c3)cc2)CC1	-19.5%
C[C@H](NC(=O)c1nc[nH]c1C(=O)NCCCCCN)C(=O)OC(C)(C)C	1.5%
CCN1C(=NCCN2CCOCC2)N[C@@H](c2ccccc2)C(C(=O)OC)=C1C	-0.8%
O=C(Nc1ccon1)c1nc[nH]c1C(=O)N1CCN(c2ccccc2)CC1	-0.8%
Cc1ccc(S(=O)(=O)N(CC(=O)Nc2ccc(C)c(Cl)c2)C(=O)N2CCN(C)CC2)cc1	-2.5%
CCOc1ccc2nc(SCC(=O)NCc3ccccc3)[nH]c2c1	-3.7%[2.29 µM]
N#Cc1ccccc1OCC(=O)OCC(=O)NC1CC1	7.2%
O=C1[C@H]2CC3CCC2(O3)[C@@H]2OCCCN12 (some centres not stated)	-1.6%
O=C(OCC(=O)N1CCCCCC1)c1ccc[nH]c1=O	0.4%
CCOc1ccc(C(=O)COC(=O)CN2C(=O)NC3(CCCCC3C)C2=O)cc1 (configuration not stated)	4.3%
CN(C)S(=O)(=O)c1ccc(Cl)c(C(=O)OCC(=O)NNC(=O)c2cccs2)c1	3.3%
CCCNc1nc(Cl)nc(Nc2ccc(Cl)cc2)n1	5.0%
CC1CCCN(C(=O)COC(=O)COc2ccc(Cl)cc2)C1 (configuration not stated)	-5.8%
CCOc1ccc(OCCC(=O)N(CC)CC(=O)NCc2ccc(Cl)cc2)cc1	-10.3%
N#CC1=C(N)OC2=C(C(=O)CCC2)C1c1cc2c(cc1Cl)OCO2 (configuration not stated)	1.6%
N#Cc1ccc(S(=O)(=O)NC[C@H]2O[C@@H](n3cnc4c(N)ncnc43)[C@H](O)[C@@H]2O)cc1	0.1%
CCOc1ccc(NS(=O)(=O)c2ccc(C(=O)NCC(c3ccccc3OC)N3CCCC3)cc2)cc1 (configuration not stated)	2.8%
O=C(COC(=O)CNC(=O)c1ccc(Cl)cc1Cl)NC1CC1	2.6%
COc1ccc(CNC(=O)COC(=O)c2cc3ccccc3cc2O)cc1OC	-6.0%
CCN(CC)C(CNC(=O)CSc1nnnn1-c1ccc(C)c(C)c1)c1ccco1 (configuration not stated)	-7.7%
O=C1[C@H]2[C@@H](c3ccc(Cl)cc3)N3C(=O)N(c4cccc(Cl)c4)C(=O)[C@@]3(Cc3ccccc3)[C@H]2C(=O)N1C1CCCCC1	5.3%
Cc1cc(NC(=O)NCc2ccccc2)c(=O)n(Cc2ccc(F)cc2)c1	-0.2%
CCN(CC(=O)Nc1ccc(OC)cc1)CC(=O)N1CC(=O)Nc2ccccc21	-3.1%
CC(NC(=O)CN1c2cccc3cccc(c23)S1(=O)=O)c1ccc(S(N)(=O)=O)cc1 (configuration not stated)	u
COc1ccc(CCN2CC(C(=O)NCC(c3ccccc3)N(C)C)CC2=O)cc1OC (configuration not stated)	4.9%
Cc1cc(C(=O)Nc2ccccc2C(=O)O)oc1C	10.1%
CN(C)CCCN(C(=O)c1ccc(Br)s1)c1nc2cc3c(cc2s1)OCCO3	-9.8%
CCCN(Cc1nnc(-c2cccs2)o1)C(=O)CN1C(=O)NC2(CCCCC2C)C1=O (configuration not stated)	7.6%
Cc1ccc(C(=O)CN(CCCC(N)=O)C(=O)c2ccncc2)cc1	2.1%
O=C(COC(=O)C1=NNC(=O)CC1)NCCc1ccccc1	8.0%
COc1ccc(NC(=O)c2cc(S(=O)(=O)N3CCCC3)c[nH]2)cc1	8.2%
Cc1cc(C)c(OCC(=O)OCC(=O)N(C)C2CCS(=O)(=O)C2)c(C)c1 (configuration not stated)	8.6%
COC(=O)c1ccc(CNC(=O)COC(=O)/C=C/c2ccc(OC)c(OC)c2)cc1	6.0%
C[C@H]1CN=C(Nc2ccccc2)N1CCCC1CCCC1	-4.5%
COc1ccccc1NC(=O)C(=O)NCC1CCCN1S(=O)(=O)c1cccs1 (configuration not stated)	-0.3%
CCc1ccc(NC(=O)CSc2nc(=O)n(CCN(C)C)c3c2CCCC3)cc1	2.8%
CC1(C)CC(NS(=O)(=O)c2ccc(F)cc2)CC(C)(C)N1	-2.8%
Cc1cccc(NC(=O)CSc2cccc[n+]2[O-])c1C	1.6%
C=CC(=O)Nc1cccc(Oc2cc(Cl)nc3[nH]ccc23)c1	1.4%
Cc1cc(C)cc(Oc2coc3cc(O)ccc3c2=O)c1	3.6%[2.29 µM]

Continued:
SMILES	L3MBTL1 inh
O=C1C=C(/C=C/c2ccccc2)C[C@@H](c2ccc(F)cc2)C1	-2.6%
COc1ccc(C)cc1NC(=O)c1cc(-c2ccccc2)nc2c1cnn2C(C)C	7.3%
O=C(CSc1nncs1)N1CCN(C(=O)c2ccco2)CC1	-11.6%
O=C(CCC(=O)N1CCN(c2ccccc2F)CC1)N1CCN(c2ccccc2)CC1	1.6%
COc1ccc(Cc2nnc(SCC(=O)Nc3ccc(C)cc3)n(N)c2=O)cc1	-2.1%
Cc1c(NC(=O)C(C)OC(=O)c2ccccc2O)c(=O)n(-c2ccccc2)n1C (configuration not stated)	-2.6%
CCN(CC)C(=O)c1cc(S(=O)(=O)N2CCCCC2)c[nH]1	2.4%
Cc1ccccc1C(=O)N1CCC(C(=O)Nc2sccc2C(N)=O)CC1	0.4%
COC(=O)c1c(NC(=O)c2ccccc2F)sc2c1C(C(=O)OC)CC2 (configuration not stated)	5.2%
COCc1nn2c(N)c(-c3ccccc3)cnc2c1-c1ccccc1	5.6%
CCOC(=O)C1CCN(CCC(=O)Nc2cc(C)ccc2C)CC1	-0.1%[2.29 µM]
COCCN(CCOC)c1nc(-c2ccc(Cl)cc2)nc2ccccc12	6.1%
Cc1ccc(CNC(=O)c2cc(-c3ccccc3)n(Cc3cc(C)no3)n2)cc1	12.7%
CCCN(CC(=O)Nc1ccccc1C)C(=O)C1CC(=O)N(c2ccc(C)cc2)C1 (configuration not stated)	13.9%
CN1CCN(C(=O)c2ccc(F)c(F)c2)CC1	-8.1%
COc1ccc(NC(=O)CN(C)C(=O)C(C)N2C(=O)c3ccccc3C2=O)cc1 (configuration not stated)	1.8%
COc1ccccc1N1CCN(/N=C\c2ccccc2)CC1	12.4%[2.29 µM]
COCC(C)n1c(SCC(=O)N2CC(=O)Nc3ccccc32)nc2ccccc2c1=O (configuration not stated)	2.1%
Cc1ccc2nc3n(c(=O)c2c1)-c1ccccc1C(=O)NC3Cc1ccccc1 (configuration not stated)	-9.0%
Cc1ccc(S(=O)(=O)N2CCCCC2)cc1NC(=O)c1ccccc1Cl	-1.8%
Cc1ccc(NC(=O)c2n[nH]c(=O)c3ccccc23)cc1S(=O)(=O)N1CCOCC1	-10.4%
O=S(=O)(c1ccccc1)N1CCN(S(=O)(=O)c2ccc(F)cc2)CC1	2.4%[2.29 µM]
CC(C)(C)c1ccc(C(=O)OCC(=O)NC2CC2)cc1	6.9%
CCOc1ccc(OCCCC(=O)N(CC)CC(=O)Nc2c(F)cccc2F)cc1	-2.7%
CC1CCCN(S(=O)(=O)c2cc(C(=O)NCc3ccco3)ccc2Cl)C1 (configuration not stated)	-4.6%
COC(=O)[C@H](CC(C)C)NC(=O)Cn1cnc(C(=O)Nc2ccc(C)c(C)c2)n1	-0.2%
CCCCn1c(N)c(N(CC(C)C)C(=O)CN(C)S(=O)(=O)c2ccc(F)cc2)c(=O)[nH]c1=O	5.1%
COCCN(C(=O)COC(=O)Cc1coc2cc3c(cc12)CCC3)c1c(N)n(Cc2ccccc2)c(=O)[nH]c1=O	u
CC(C)CSc1nnc2c3ccccc3n(C)c2n1	4.8%
Nc1nc(Cl)nc2c1ncn2C1CC(O)C(CO)O1 (configuration not stated)	11.6%
CCN(CC)c1ccc(NC(=O)CSC(=O)c2ccccc2)cc1	u
COc1ccccc1NS(=O)(=O)c1ccc2[nH]c(=S)oc2c1	0.8%
CCCNC(=O)C(Cc1ccccc1)NC(=O)c1ccccn1 (configuration not stated)	-3.7%
COc1ccc(CN(C)C(=O)c2ccccc2OCc2c(C)noc2C)cc1OC	0.4%
CC[C@@H](C)[C@H](CN[C@H](CNC)[C@@H](C)O)NCCc1ccc(OC)cc1	6.7%
CCN(CC(=O)Nc1ccc(OC)cc1)C(=O)c1cc(-c2cccs2)nn1-c1ccccc1	-9.6%
CC(=O)N1c2ccc(S(=O)(=O)N3CCCC3C(=O)Nc3cccc(F)c3)cc2CC1C (configuration not stated)	13.7%
Cc1cc(NC(=O)C(C)SCC(=O)N(C)CC(=O)Nc2ccccc2Br)no1 (configuration not stated)	18.9%
O=C(COC(=O)c1cccc(Cl)c1)Nc1cccc(S(=O)(=O)NC2=NCCC2)c1	-1.6%
O=C(C[C@H]1C/C=C\CC[C@@H](Cc2ccc(F)cc2)C(=O)OC[C@H]2CCCN2C1=O)NCCO	2.0%
CCOc1ccc(NC(=O)CN(C)C(=O)c2ccccc2-n2cnnn2)cc1OCC	-4.6%
Nc1cc(=O)[nH]c(SCC(=O)Nc2cc(S(=O)(=O)N3CCCCCC3)ccc2Cl)n1	0.3%
COc1ccccc1NS(=O)(=O)c1cccc(NC(=O)c2nn(C)c(=O)c3ccccc23)c1	-1.7%
CCN(C[C@H]1N[C@@](C)(C(=O)OC)[C@H]2C(=O)N(C)C(=O)[C@@H]12)C(=O)Nc1ccc(C)cc1	-8.1%
Cc1oc2c(C)c3oc(=O)c(CCC(=O)NCCCN4CCCC4=O)c(C)c3cc2c1C	-1.1%
CC(NC(=O)Cc1ccc(S(=O)(=O)N2CCOCC2)s1)c1ccc(Cl)c(Cl)c1 (configuration not stated)	6.4%
O=C(COC(=O)/C=C/c1ccccc1[N+](=O)[O-])NNC(=O)c1ccc(F)cc1	-4.6%
COc1ccc(NC(=O)C2=CC(c3ccc(OC)cc3)=NS(=O)(=O)N2C)cc1	-3.7%
COc1ccc(NC(=O)N(C)C[C@H]2Oc3c(NC(=O)c4nc5ccccc5s4)cccc3C(=O)N([C@@H](C)CO)C[C@H]2C)cc1	-0.1%
CCCCCC(=O)Nc1ccc(N2CCOCC2)c(S(=O)(=O)Nc2ccc(OC)cc2)c1	-1.3%

Another view of part of the listing above:
COc1ccc(NC(=O)c2cc(S(=O)(=O)N3CCCC3)c[nH]2)cc1
  L3MBTL1 inh: 8.2%

Cc1ccc(CNC(=O)c2cc(-c3ccccc3)n(Cc3cc(C)no3)n2)cc1
  L3MBTL1 inh: 12.7%

O=C1[C@H]2CC3CCC2(O3)[C@@H]2OCCCN12 (some centres not stated)
  L3MBTL1 inh: -1.6%

CCOc1ccc(OCCC(=O)OCC(=O)Nc2ccc3c(c2)OCO3)cc1
  L3MBTL1 inh: -0.6%

Some of the entries so far, in markdown.
| canonical_smiles | L3MBTL1 inh |
| --- | --- |
| CC(NC(=O)CN1c2cccc3cccc(c23)S1(=O)=O)c1ccc(S(N)(=O)=O)cc1 (configuration not stated) | u |
| C/C(=C/c1ccccc1)C(=O)N1CCC(C)CC1 | 5.1% |

(further entries)
SMILES	L3MBTL1 inh
COc1cccc(C(=O)OCC(=O)NCC2CCCO2)c1 (configuration not stated)	0.7%
CCN1CCN(S(=O)(=O)c2c[nH]c(C(=O)OC)c2)CC1	-4.0%
COc1ccccc1-c1noc2ncnc(Nc3ccccc3C)c12	-5.8%
Cc1cc(OCC(=O)Nc2cc(S(=O)(=O)N3CCOCC3)ccc2N2CCCC2)ccc1C(C)C	-2.1%
CC1CCCN(C(=O)Cn2nnc(-c3ccccc3F)n2)C1 (configuration not stated)	-3.9%
CCn1cnnc1SCC(=O)Nc1ccccc1C(=O)NC1CC1	10.9%
Cc1ccsc1CN(C)C(=O)C(NC(=O)c1cccc(S(=O)(=O)N2CCOCC2)c1)C(C)C (configuration not stated)	0.1%
O=C(COC(=O)c1nc(Cl)c(Cl)c(Cl)c1Cl)c1ccc[nH]1	-3.2%
Clc1ccccc1OCCn1nnc2ccccc21	-2.3%
COc1ccccc1-c1nn(-c2ccccc2)cc1C(=O)NCC(c1ccco1)N1CCCC1 (configuration not stated)	-3.1%

Fetched by compound from the entries so far, three records:
SMILES	L3MBTL1 inh
Cc1cc(C)cc(Oc2coc3cc(O)ccc3c2=O)c1	3.6%[2.29 µM]
O=C(COC(=O)c1nc(Cl)c(Cl)c(Cl)c1Cl)c1ccc[nH]1	-3.2%
Cc1cccc(NC(=O)CSc2cccc[n+]2[O-])c1C	1.6%

New compounds follow
SMILES	L3MBTL1 inh
Cc1ccc(N2CC(C(=O)NNC(=O)c3ccc(F)cc3)CC2=O)cc1 (configuration not stated)	1.5%
O=C(/C=C/c1ccc(S(=O)(=O)N2CCOCC2)cc1)Nc1cc(F)ccc1F	3.5%
COc1ccc(OC)c(S(=O)(=O)NC(C)CCc2ccccc2)c1 (configuration not stated)	4.7%
O=C(Nc1ccc(S(=O)(=O)Nc2ncccn2)cc1)c1ccccc1	-5.2%

These rows are one share of the data. The share of hits here may be higher or lower than overall.
